Screening data deposited in PubChem BioAssay by National Center for Advancing Translational Sciences (NCATS).
aSyn yeast inh = inhibitors of alpha-synuclein toxicity in yeast | Yeast expressing alpha-synuclein, growth rescue, BacTiter-Glo, 24 h | Potency, µM (series often up to 46.1 µM), without a hit: top-dose growth rescue (activation), hits mostly activators | 370,000 tested, 0.14% active; note: potency is the fitted concentration of half-maximal effect; % of control where 0% means no effect; nearly all actives have a fitted effect of over 65% in size
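Rescue of yeast growth: cells expressing toxic alpha-synuclein, induced in galactose at OD600 0.02, incubated with compound 24 h at 30 C. ATP luminescence quantified growth; inhibitors of toxicity appear as activators.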
FUS suppressor = suppressors of FUS proteinopathy in yeast; Potency, µM (top dose mostly 76.6 µM), inactives show at the top dose growth rescue (activation), most hits filed as activators; S. cerevisiae FUS-expressing, growth rescue, OD600, 24 h; AID 1347120; 390,000 tested, 0.24% active;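 note: potency is the fitted concentration of half-maximal effect; plate controls were DMSO vehicle for no effect and reference control for full effect; nearly all actives have a fitted effect of over 55% in size; some results filed as inactive show a strong effect at the top dose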
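FUS-expressing yeast, raffinose-pregrown, induced in 2% galactose minimal medium at OD 0.005; compounds in a dilution series, 24hr at 30C. Growth restoration read as absorbance at 600 nm. CP55940 positive control, DMSO negative.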
DRD3 antagonist = antagonists of human D3 dopamine receptor; P35462; 360,000 tested, 2.5% active; D3R cells, DiscoveRx beta-arrestin luminescence, antagonist mode; active compounds read low; max response, negative = inhibition, %; in the data active = max response below about -50%; inconclusive = no clear call, values can overlap the other calls; note: % is set by controls: 0 for no effect and ±100 for the full control effect; mostly tested at two doses, the higher about 12 µM
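Cells expressing the human receptor were seeded at 1500 cells/well, incubated overnight at 37 degrees C in 5% CO2, then exposed to library compounds with dopamine controls for 90 minutes at 37 degrees C before luminescent detection.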
PTHR1 agonist = PTHR1 (human) receptor agonism | Q03431 | HEK293 GP2 PTHR1 cells, GloSensor cAMP luminescence, 1 h | Potency, µM (doses to about 115 µM), for inactives: at the highest dose activation, actives largely listed as activators | 410,000 tested, 0.075% active | AID 743266; note: potency is the fitted concentration of half-maximal effect; nearly all actives have a fitted effect of over 55% in size; some results filed as inactive show a strong effect at the top dose; inactives centre near -15; many of its hits are not listed in these tables
Target sequence (Q03431 whole entry, looked up): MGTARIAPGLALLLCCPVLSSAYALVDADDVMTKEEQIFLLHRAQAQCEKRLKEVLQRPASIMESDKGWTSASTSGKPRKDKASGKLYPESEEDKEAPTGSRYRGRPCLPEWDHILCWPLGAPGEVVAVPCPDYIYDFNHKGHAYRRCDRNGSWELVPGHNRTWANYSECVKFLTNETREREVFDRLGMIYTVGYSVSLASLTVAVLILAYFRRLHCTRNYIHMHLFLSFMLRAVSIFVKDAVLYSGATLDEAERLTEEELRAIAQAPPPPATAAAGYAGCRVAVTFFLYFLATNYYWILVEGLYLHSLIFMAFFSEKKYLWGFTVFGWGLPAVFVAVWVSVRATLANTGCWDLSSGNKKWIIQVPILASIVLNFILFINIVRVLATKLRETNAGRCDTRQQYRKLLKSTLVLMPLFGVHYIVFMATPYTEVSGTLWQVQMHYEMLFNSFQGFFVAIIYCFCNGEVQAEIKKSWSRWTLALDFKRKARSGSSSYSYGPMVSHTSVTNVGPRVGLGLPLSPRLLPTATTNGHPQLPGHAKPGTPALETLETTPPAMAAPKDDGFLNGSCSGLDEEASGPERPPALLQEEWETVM
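HEK-293-derived GP2 cells expressing PTHR1 and a GloSensor cAMP reporter, 3,000/well, plated overnight, given luciferin plus IBMX (each 0.5 mM as added) for 1 h at 37 °C, then compound for 1 h at 37 °C. Luminescence was read after 15 min at room temperature.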
GLP-1R agonist = activates the human GLP-1 receptor | Potency, µM (titrated, usually from 45.6 µM), for the others: at the highest dose activation, most hits filed as activators | 380,000 tested, 0.007% active | HEK293 GLP-1R CRE-luciferase, luminescence, 4-6 h; cells express a hypersensitive GLP-1R form | P43220; note: potency is the fitted concentration of half-maximal effect; % of control where 0% means no effect
Target sequence (P43220 whole entry, looked up): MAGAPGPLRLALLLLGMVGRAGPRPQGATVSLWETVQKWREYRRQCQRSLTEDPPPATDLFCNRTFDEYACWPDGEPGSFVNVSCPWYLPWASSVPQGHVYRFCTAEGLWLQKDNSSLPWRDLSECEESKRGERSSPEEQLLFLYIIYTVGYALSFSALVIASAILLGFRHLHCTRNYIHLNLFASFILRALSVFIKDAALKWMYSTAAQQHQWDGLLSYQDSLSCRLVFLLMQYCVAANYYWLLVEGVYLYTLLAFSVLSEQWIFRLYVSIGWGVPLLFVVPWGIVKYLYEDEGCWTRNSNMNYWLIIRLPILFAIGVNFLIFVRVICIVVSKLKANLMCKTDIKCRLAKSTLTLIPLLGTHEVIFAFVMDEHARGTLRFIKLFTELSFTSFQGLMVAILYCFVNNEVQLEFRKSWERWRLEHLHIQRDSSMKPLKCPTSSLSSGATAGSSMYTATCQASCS
TDP-43 yeast inh = inhibitors of TDP-43 toxicity in yeast. AID 652104. 410,000 tested, 1.8% active. TDP-43 expressing yeast growth rescue, BacTiter-Glo, 24 h. Potency, µM (doses to about 46.1 µM), for inactives: at the top dose growth rescue (activation), actives largely listed as activators; note: potency is the fitted concentration of half-maximal effect; % of control where 0% means no effect; nearly all actives have a fitted effect of over 50% in size
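Galactose-induced TDP-43 yeast, OD600=0.02, compound pinned; 24 hr, 30 deg C; BacTiter-Glo luminescence for growth. Inhibitors of TDP-43 toxicity read as activators.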
pAkt inh = blocks phosphorylation of Akt; 360,000 tested, 0.32% active; activity change, % for hits at 50 µM; AID 651550; Neuro2A IGF-stimulated pAkt S473 HTRF, 20 min; active compounds read low; in the data active = activity change below about -80%; inconclusive = mostly about -51% to -80%; note: % is set by controls: 0 for no effect and ±100 for the full control effect
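Neuro2A cells (4,500/well, DMEM with 0.5% FBS) were treated with compound at a single 50 µM final concentration, stimulated with 6 nM IGF for 20 min at 37 °C, and lysed. Phospho-Akt Ser473 was read by HTRF as 665/615 ratio ×10^4.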
GLP-1R inv ag = inverse agonists of human GLP-1 receptor | P43220 | HEK293 GLP-1R CRE-luciferase, luminescence, 24 h; GLP-1R form is constitutively active | Potency, µM (top dose mostly 38.3 µM), for inactives: top-dose activity change, negative = inhibition, actives largely listed as inhibitors | 410,000 tested, 1.6% active | AID 624417; note: potency is the fitted concentration of half-maximal effect; % is set by controls: 0 for no effect and ±100 for the full control effect; nearly all actives have a fitted effect of over 55% in size
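Assay principle: reduced luminescence from a cAMP-responsive reporter in HEK293 cells co-expressing a constitutively active GLP-1R. Conditions: 24 hr compound incubation, 37 deg C, 5% CO2.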
Abeta rescue = restores growth of yeast expressing A-beta42 peptide. yeast expressing A-beta42, growth rescue, OD600, 48 h; response scale: 0% DMSO, 100% iron-clioquinol control. Potency, µM (series often up to 46.1 µM), inactives show at the top dose growth rescue, most hits filed as activators. 410,000 tested, 0.063% active. AID 1347071; note: potency is the fitted concentration of half-maximal effect; nearly all actives have a fitted effect of over 55% in size
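Growth rescue measured by 600 nm absorbance after 48 h yeast culture at 30 C with compound. Values normalized between DMSO and an equimolar ferric chloride plus clioquinol control.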
* = called active by the depositor; i = inactive; ? = inconclusive; . = not tested or not shown; [ ] = another dose, or the depositor's remark. Unless noted, calls come from the whole dose curve; as a rule, active = well fitted curve in the direction sought with a large enough effect; inconclusive = small, poorly fitted or top-dose-only effect, or another doubt; inactive = no such curve, though single readings can be large; an effect the other way counts as inactive or inconclusive. Not all compounds are listed (hit frequency here may not be typical).

Value order – aSyn yeast inh	FUS suppressor	DRD3 antagonist	PTHR1 agonist	GLP-1R agonist	TDP-43 yeast inh	pAkt inh	GLP-1R inv ag	Abeta rescue
(1) COc1ccc(Cc2noc(CN(C)C3CC(C)(C)NC(C)(C)C3)n2)cc1OC
 : -2%	4%	3	-6%	18%	-13%	i	2%	12%
(2) COc1cc(C)ccc1OCCOCCOc1cccc2ccc(C)nc12
 : 6%	5%	0	i	4%	.	i	?	-14%
(3) CC(=O)Nc1ccc(NC(=O)C(C)OC(=O)CC2CCCC2)cc1 (stereo unspecified)
 : 0%	6%	0	-10%	1%	14%	i	6%	-7%
(4) C=CCN(C(=O)CSc1nnnn1C)c1nc(-c2ccccc2)cs1
 : 0%	-1%	-3	-46%[inhibitor]	-2%	8%	i	0%	1%
(5) O=C(Oc1cccnc1)c1cc2ccccc2oc1=O
 : -2%	1%	0	i	-6%	-30%[inhibitor]	i	5%	4%
(6) Cc1cccc2nc3c(nc12)CCCC3
 : -1%	-30%	-12	?	-2%	-13%	i	2%	6%
(7) CSc1nc2ccc(S(=O)(=O)Nc3c(C)n(C)n(-c4ccccc4)c3=O)cc2s1
 : 2%	?	17	i	2%	-26%	i	0%	-23%
(8) CC(C)N(CC#CCC1(O)c2ccccc2-c2ccccc21)CCO
 : 1%	-22%	0	-6%[57.5 µM]	-9%	-17%	i	0%	17%
(9) O=C(N/N=C/c1ccc(Cl)s1)c1ccccc1[N+](=O)[O-]
 : -8%	-2%	6	0%	14%	4%	i	?	-37%[inhibitor]
(10) Cc1ccc(CN2CC[C@H]3C=CCc4cccc(c43)C2)cc1
 : -4%	2%	-123*	-15%	9%	7%	i	?	4%
(11) NS(=O)(=O)c1ccc(NC(=O)Nc2ccc(C(F)(F)F)cc2)cc1
 : 2%	24%	6	-15%	5%	-5%	i	5µM*	14%
(12) O=C(NCCN1CCC(n2c(=O)[nH]c3ccccc32)CC1)N1c2ccccc2Sc2ccccc21
 : 5%	13%	-111*	-2%	-4%	5%	i	?	-10%
(13) O=C(c1ccco1)c1coc2c1cc(O)c1ccccc12
 : 3%	1%	-14	i	9%	27%	i	37%[activator]	?
(14) COc1ccc(OC)c(NC2c3ccccc3C(=O)N2c2cccnc2)c1 (stereo unspecified)
 : 7%	4%	7	-39%[inhibitor]	-2%	2%	i	20%	-14%
(15) O=C(O)c1ccc(NC(CSCc2cccc(F)c2)C(=O)O)c([N+](=O)[O-])c1 (stereo unspecified)
 : -1%	26%	-2	-9%[57.5 µM]	-7%	-9%	.	1%	9%
(16) COc1ccc(N2CC(C(=O)OCC(=O)NCc3ccccc3)CC2=O)cc1 (stereo unspecified)
 : -1%	-5%	-22	i	-2%	-15%	i	12%	-9%
(17) O=C(COC(=O)c1ccc(-c2ccc([N+](=O)[O-])cc2)o1)NC(=O)NC12CC3CC(CC(C3)C1)C2
 : -2%	.	3	-20%	-1%	?	i	-27%	?
(18) O=C(CC(c1ccccc1)c1ccccc1O)NCc1ccco1 (stereo unspecified)
 : 1%	-12%	-19	-36%[57.5 µM]	-8%	15%	i	?	5%
(19) Cc1oc2c(c1C(=O)Nc1ccc(OC(F)(F)F)cc1)C1=NCCN1C=N2
 : .	-12%	.	?	.	-3%	.	8%	0%
(20) CCc1ccc(-c2nc3c(c(SCc4ccc(F)cc4)n2)Cc2c(CO)cnc(C)c2O3)cc1
 : .	-6%	.	10%	.	35%	.	-3%	-15%
(21) COc1ccc(NC(=O)c2ccc(NC(=O)c3ccco3)cc2)c(OC)c1
 : -2%	-13%	1	-2%	12%	8%	i	-6%	14%
(22) CC(=O)c1c(C)[nH]c(C(=O)COC(=O)c2ccc3c(=O)n4c(nc3c2)CCC4)c1C
 : -1%	.	16	-15%	2%	-21%	i	4%	-4%
(23) Fc1ccc(NC(=S)Nc2cccnc2)c(F)c1F
 : 1%	-12%	19	-31%[inhibitor]	2%	18%	i	-12%	-8%
(24) CCOC(=O)/C(=C/c1ccc(Cl)cc1)NC(=O)c1ccco1
 : -25%	.	-20	i	-2%	-15%	i	1%	-5%
(25) O=S(=O)(NC1=NCCCCC1)c1cccs1
 : 17%	12%	8	i	20%	-9%	i	6%	2%
(26) CCc1sc(C(=O)Nc2nc(C)cs2)cc1C
 : -24%	-18%	4	i	4%	20µM*	i	10µM*	-7%
(27) CC(=O)Nc1ccc(S(=O)(=O)CCC#N)cc1
 : 5%	4%	4	-11%	5%	-9%	i	18%	-4%
(28) O=C(Nc1c(Cl)cccc1Cl)c1cc(=O)n(Cc2ccccc2)c(=O)[nH]1
 : -3%	11%	6	-12%[57.5 µM]	-7%	-5%	i	0%	-8%
(29) Clc1ccc(-c2ccnc(-n3cccc3)n2)s1
 : -11%	2%	20	-17%	-7%	15%	i	-11%	-14%
(30) CCn1c(CC(=O)Nc2ccc(C)cc2)nnc1SCC(=O)N1CCOCC1
 : -3%	2%	14	i	2%	-4%	i	10%	4%
(31) O=C(N/C(=N\O)c1ccccc1)Nc1ccc(Cl)cc1
 : -13%	-4%	0	-13%	7%	17%	i	2%	14%
(32) Cc1cccc(OCCOC(=O)C2CCN(S(=O)(=O)c3ccc(C)c(C)c3)CC2)c1
 : 1%	.	0	-16%	10%	2%	i	-21%	-6%
(33) Cc1nn(C)c(C)c1NC(=O)COc1ccc(Cl)cc1Br
 : 6%	.	11	-32%[inhibitor]	18%	9%	i	-7%	1%
(34) C=CCN(c1ccccc1OC)S(=O)(=O)c1cccc(C(=O)NCC(c2ccc(OC)cc2)N2CCCC2)c1 (stereo unspecified)
 : -2%	.	?	-4%	30%	6%	i	?	0%
(35) CCOCCCNC(=O)c1cn2c3c(ccc(Cl)c3c1=O)OC(C)C2 (stereo unspecified)
 : -1%	-6%	-29	i	-2%	-5%	i	13%	-10%
(36) Cc1ccc(NS(=O)(=O)c2cccc(C(=O)N(C)Cc3cccs3)c2)cc1
 : 2%	19%	-5	-17%	-1%	14%	i	?	3%
(37) Clc1nc2nc3n(c2nc1Cl)CCC3
 : 0%	-25%	-2	i	1%	15%	i	19%	-4%
(38) CN(C(=O)c1cc2c(cc1Br)OCO2)c1cccc2ccccc12
 : 25%	30%	47	-29%	0%	?	i	?	0%
(39) S=C(NC1CC1)N1CCCc2ccccc21
 : -1%	22%	-8	-14%	-3%	12%	i	6%	-9%
(40) COc1ccc2c(COC(=O)CNS(=O)(=O)c3ccccc3)cc(=O)oc2c1
 : 3%	19%	14	-33%[inhibitor]	3%	11%	i	4%	5%
(41) Cc1ccc(OCc2nnc(SCC(=O)N3CCc4ccccc43)n2C)cc1
 : -3%	8%	6	-14%	1%	5%	i	0%	5%
(42) CN(C)CCCN(C(=O)c1ccc(S(=O)(=O)N(C)C)cc1)c1nc2ccc(F)cc2s1
 : 6%	-1%	3	i	-7%	1%	i	?	-4%
(43) CCOc1ccc(-c2nc(SCC(=O)Nc3ccc4c(c3)OCO4)c(-c3ccc(F)cc3)[nH]2)cc1
 : .	22%	.	10%	.	11%	.	1%	16%
(44) Fc1ccc(-c2nc3ccc(Cl)cn3c2Cc2cccc(Cl)c2)cc1
 : -1%	40%	8	-1%	21%	25%	i	?	-2%
(45) CCOC(=O)C1=C(COC(=O)/C=C/c2ccc(SC)cc2)NC(=O)NC1C (stereo unspecified)
 : -1%	0%	4	-41%[inhibitor]	19%	-12%	i	?	0%
(46) COc1cc(NC(=O)COC(=O)/C=C/c2c(C)nn(C3CCS(=O)(=O)C3)c2Cl)cc(OC)c1OC (stereo unspecified)
 : 1%	-13%	13	-8%[57.5 µM]	2%	-4%	i	0%	-1%
(47) CCOC(CNC(=O)c1ccc2c(c1)ncn2-c1ccccc1OC)OCC
 : 3%	-7%	10	i	15%	-4%	i	4%	3%
(48) O=C(NN1C(=O)NC2(CCCCC2)C1=O)c1ccc(Cl)c(Cl)c1
 : 2%	-13%	2	?	0%	3%	i	-33%	-10%
(49) O=C(CSc1nnc(-c2ccccc2)o1)N1CCc2ccccc2C1
 : 14%	18%	-18	-38%	5%	?	i	-19%	-2%
(50) CNc1nc(-c2ccccc2)nc(-c2ccc(OC)cc2)c1C#N
 : -1%	-2%	9	i	3%	-11%[9.22 µM]	i	16%	0%
(51) CCc1ccc(CN(C)C(=O)c2cc(=O)c3ccccc3o2)cc1
 : 4%	10%	10	i	16%	?	i	?	-2%
(52) COc1ccc(OC)c(NC(=O)CN(C)S(=O)(=O)c2ccc3nc(C)sc3c2)c1
 : 10%	38%	-18	-5%	9%	?	i	4%	-5%
(53) CCn1c(/C=C/c2ccc(O)cc2)nc2ccccc2c1=O
 : 2%	3%	-1	-38%[inhibitor]	11%	18µM*	i	-16%	4%
(54) C=CCn1cccc(C(=O)Nc2ccc(C)cc2)c1=O
 : -8%	-9%	16	-87%[inhibitor]	-9%	27%	i	-5%	-8%
(55) COc1ccc(Nc2ccnc(Nc3ccc(OC)cc3)n2)cc1
 : -9%	33%	138	-39%[inhibitor]	25%	4%	i	?	-14%
(56) CCOC(=O)c1[nH]c2ccccc2c1NC(=O)C(C)(C)C
 : 0%	-1%	4	i	2%	0%	i	13%	19%
(57) C=CCOc1nc2c(c(=O)n(C)c(=O)n2C)n1Cc1ccccc1
 : 1%	12%	-6	-90%[inhibitor]	19%	11%	i	15%	-17%
(58) c1csc(-c2nnc(COc3ncnc4sccc34)o2)c1
 : 9%	-11%	-5	i	13%	-1%	i	1%	7%
(59) Cc1ccc(-c2nnc(SCc3ccccc3F)o2)cc1
 : 1%	31%	12	-27%[57.5 µM]	14%	26%	.	-14%	-17%
(60) Cc1cc([N+](=O)[O-])ccc1NC(=O)Nc1ccc(F)cc1F
 : -20%	-30%	-8	-32%[inhibitor]	1%	?	i	-30%	2%
